High-throughput results: PubChem, The Scripps Research Institute Molecular Screening Center
PLC-beta3 inh – PLC-beta3 (human) inhibition, primary screen; Q01970; Purified PLC-beta3, fluorogenic substrate, fluorescence; inhibition, % at 12.2 µM; actives 0.18% (n = 370,000); AID 720704; in the data active = inhibition above about 11%;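 note: 0% = median of compound wells on plate and 100% = full blocker control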
TDP2 inh – blocks human TDP2 phosphodiesterase activity. actives 0.34% (n = 370,000). inhibition, % at 12.8 µM. O95551. AID 720702. recombinant TDP2, T5PNP hydrolysis, p-nitrophenol absorbance 415 nm;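 active = inhibition above the mean of all tested compounds plus 3 SD, set per campaign, cut at about 25% in these data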;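 note: 0% = DMSO with enzyme and 100% = buffer with substrate but no TDP2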
Target sequence (O95551 whole entry, looked up): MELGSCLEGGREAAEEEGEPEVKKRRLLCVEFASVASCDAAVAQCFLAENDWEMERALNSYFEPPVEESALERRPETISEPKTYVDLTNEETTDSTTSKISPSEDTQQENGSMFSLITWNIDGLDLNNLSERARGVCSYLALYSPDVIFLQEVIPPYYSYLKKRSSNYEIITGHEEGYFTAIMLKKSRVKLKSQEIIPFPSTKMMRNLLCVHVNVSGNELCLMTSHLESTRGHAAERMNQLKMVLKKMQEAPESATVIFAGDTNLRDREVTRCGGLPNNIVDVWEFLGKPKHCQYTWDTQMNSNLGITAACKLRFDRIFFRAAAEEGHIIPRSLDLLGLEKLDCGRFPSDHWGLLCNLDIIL
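Assay system: recombinant human TDP2 / Reagent: T5PNP substrate at 5 mM, a TopII-DNA adduct mimic / Measured by: epi absorbance from released p-nitrophenol / Evaluation: % inhibition relative to enzyme-containing and enzyme-free wells / Control set: enzyme-free and DMSO wells / Replicates: each compound tested once, singlicate / Schedule: enzyme reaction with compound for 2 h at 37 °C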
ARFGAP1 inhibitor – inhibitors of rat ARFGAP1; Arfgap1-stimulated ARF1 GTP hydrolysis, GDP FP detection; inhibition, % at 16.5 µM; actives 0.26% (n = 360,000); AID 651572;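 active = inhibition above a per-plate limit, mean inhibition of low control wells plus 3 SD, cut at about 25% in these data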;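 note: 0% = DMSO wells with enzyme and 100% = wells lacking Arfgap1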
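Assay system: purified rat His6-Arfgap1 residues 1-136 (GAP domain); Reagent: human Δ17 ARF1 bound to GTP; Dosing: 16.5 µM single point, 1.26% DMSO; Times: GTP hydrolysis reaction 2 h at 25 °C; Signal: FP, GDP Alexa 633 tracer displaced from anti-GDP antibody, 620/688 nm; Measure: % inhibition from polarization.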
SIAE primary – human SIAE inhibition, primary screen; inhibition, % at 9.66 µM; AID 1053197; actives 0.69% (n = 370,000); Q9HAT2; SIAE FP-Rh probe binding, fluorescence polarization;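 active = inhibition above a cutoff: mean of compounds within the control limits plus 3 SD of those, cut at about 17% in these data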;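 note: 0% = plate median of compound wells and 100% = probe without SIAE protein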
Target sequence (Q9HAT2 whole entry, looked up): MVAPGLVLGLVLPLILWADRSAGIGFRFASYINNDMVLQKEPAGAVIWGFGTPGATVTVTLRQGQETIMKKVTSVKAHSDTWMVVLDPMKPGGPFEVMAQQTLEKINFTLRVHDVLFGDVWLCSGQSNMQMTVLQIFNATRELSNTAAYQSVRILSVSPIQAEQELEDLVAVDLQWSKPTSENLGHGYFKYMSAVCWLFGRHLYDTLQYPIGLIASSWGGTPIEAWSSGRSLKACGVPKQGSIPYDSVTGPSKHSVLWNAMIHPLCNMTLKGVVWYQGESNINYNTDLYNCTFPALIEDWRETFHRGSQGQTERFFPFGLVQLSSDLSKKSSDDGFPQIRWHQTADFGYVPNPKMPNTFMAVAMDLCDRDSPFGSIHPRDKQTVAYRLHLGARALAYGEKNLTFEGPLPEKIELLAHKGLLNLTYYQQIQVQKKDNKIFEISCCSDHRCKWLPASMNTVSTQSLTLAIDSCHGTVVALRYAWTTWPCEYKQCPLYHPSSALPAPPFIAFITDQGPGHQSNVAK
ADAM10 inh – inhibitors of human ADAM10. O14672. recombinant ADAM10, EDANS/DABCYL FRET peptide cleavage, 3 h. inhibition, % at 7 µM. actives 0.62% (n = 370,000);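 active = inhibition above a per-campaign cutoff equal to the mean of compounds falling between control-based bounds plus 3 SD, cut at about 20% in these data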;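 note: 0% = DMSO wells while the 100% control is not disclosed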
ADAM17 inh – ADAM17 inhibition, QFRET primary screen; recombinant ADAM17, EDANS/DABCYL FRET peptide cleavage; AID 720648; P78536; actives 0.83% (n = 370,000); inhibition, % at 6.95 µM;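 active = inhibition above the mean of compounds lying between control limits plus 3 SD, set per campaign, cut at about 8.5% in these data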;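 note: 0% = DMSO-only wells as the low control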
ASAP1 inh – ASAP1 ArfGAP inhibition; inhibition, % at 16.5 µM; ASAP1-stimulated ARF1 GTP hydrolysis, GDP FP detection; actives 0.19% (n = 360,000); Q9ULH1; AID 624377; in the data active = inhibition above about 25%;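 note: 0% = vehicle with enzyme and substrate and 100% = no enzyme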
DDE Tn6 FP inh – inhibitors of Tn6 peptide binding to human fibrin DD(E); P02675; Fibrin DD(E) TRITC-Tn6 fluorescence polarization displacement; inhibition, % at 8.3 µM; actives 0.21% (n = 370,000); AID 720509;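 active = inhibition above a per-campaign cutoff: mean of compounds within control limits plus 3 SD, cut at about 15% in these data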;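 note: 0% = median of all compound wells on the plate and 100% = blocking peptide control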
PLCg1 inh – inhibitors of human phospholipase C gamma1. inhibition, % at 12.2 µM. purified PLC-gamma1, fluorogenic substrate, fluorescence. actives 0.84% (n = 370,000); in the data active = inhibition above about 9.5%
Tn7 DDE FP – DD(E)-Tn7 binding inhibition, primary FP screen; P02675; FP displacement of FITC-Tn7 peptide from fibrin DD(E); 0% = median of compound wells per plate; inhibition, % at 8.3 µM; actives 0.13% (n = 370,000);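 active = inhibition above the mean of compounds falling within the control limits plus 3 SD of them, cut at about 14% in these data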;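 note: 0% = plate median of compound wells and 100% = 10 µM Aha-Tn7 peptide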
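Assay system: Human clot-derived fibrin DD(E) complex | Buffer or medium: Tris/NaCl/CaCl2 buffer, pH 7.8 | Repeats: One replicate per compound | Benchmarks: Aha-Tn7 high control | Measure: % inhibition scaled between sample-field median and high-control FP | Schedule: 10 min plus 3 h, room temperature | Signal: Fluorescence polarization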
* hit, by the source's call; · = not tested or not shown; & = joins results of further samples.

1) CCOc1ccc(N(CC(=O)NC(C)CC)S(C)(=O)=O)cc1 (stereo not given)
2) O=C(CSc1ncn[nH]1)N/N=C/c1ccc(C(F)(F)F)cc1
3) COc1ccc(C(=O)Nc2ccnn2C2CCN(CCC(C)c3ccc(C)o3)CC2)cc1 (stereo not given)
4) O=C(COC(=O)Cc1ccc(Br)cc1)NC1CCCC1
5) O=C(Nc1nc2c(cc3c4c(cccc42)CC3)s1)c1ccccc1Cl
6) Cn1ccnc1SCC(=O)Nc1cc(S(=O)(=O)N2CCOCC2)ccc1Cl
7) CCc1cccc(CC)c1N(COC)C(=O)Cn1nnc2ccccc21
8) CC1CCN(c2ccc(C(=O)O)cc2N)CC1

entry no.,1,2,3,4,5,6,7,8
PLCg1 inh,2,4,0,3,-90,-1,4,-6
DDE Tn6 FP inh,-2,-3,-7,2,4,-2,2,-5
ADAM17 inh,-3,-5,-4,0,-13,1,1,-10
ASAP1 inh,4,-4,-2,6,2,-13,3,4
SIAE primary,4,-4,4,3,-12,1,-3,2
ADAM10 inh,3,-4,-8,4,-44,4,2,-10
ARFGAP1 inhibitor,6,13,-3,9,12,1,7,0
TDP2 inh,-3,-8,5,-4,5,3,-10,-8
Tn7 DDE FP,0,8,0,-1,6,8,-7,4
PLC-beta3 inh,1,-6,-11,3,-109,4,1,-39

9) O=C(NCc1ccccc1Cl)/C(=C\c1cccnc1)NC(=O)c1ccccc1
10) CCOC(=O)c1c(CN2CCN(C)CC2)n(C)c2cc(Br)c(OC)cc12
11) CC(=O)NC(CC(=O)NNC(=O)c1cccs1)c1ccccc1 (stereo not given)
12) CC(=O)OCC1OC(c2ccccc2)C(OC(C)=O)C(OC(C)=O)C1OC(C)=O (stereo not given)
13) CCOc1cc(C=NN2CCN(Cc3ccc(C)cc3)CC2)ccc1O
14) CC(=O)Nc1cc(-c2ccc(CO)cc2)cn2c(-c3ccc(F)cc3)cnc12
15) COc1cccc2cc(C(=O)Nc3ccc(S(=O)(=O)NCC4CCCO4)cc3)c(=O)oc12 (stereo not given)
16) O=C(O)c1cccc(NC(=S)NC(NC(=O)c2ccco2)C(Cl)(Cl)Cl)c1 (stereo not given)

entry no.,9,10,11,12,13,14,15,16
PLCg1 inh,-4,2,-1,2,1,-52,-11,5
DDE Tn6 FP inh,-7,5,4,0,2,5,-5,-1
ADAM17 inh,-3,-5,-1,-2,-2,-22,-3,-2
ASAP1 inh,-9,-2,-3,-2,·,9,-4,8
SIAE primary,-1,-4,8,2,14,-2,-13,1
ADAM10 inh,-7,6,-4,-3,-4,-100,-6,-13
ARFGAP1 inhibitor,0,10,1,-8,·,9,6,-7
TDP2 inh,4,4,7,-1,1,-8,0,-9
Tn7 DDE FP,-1,2,-6,-14,-1,-4,3,9
PLC-beta3 inh,-7,2,-1,3,-1,-63,-26,-7

17) COc1ccccc1C1C(C#N)=C(N)Oc2c1oc(CO)cc2=O (stereo not given)
18) COc1ccc(C(c2nnnn2CCc2ccccc2)N2CCN(C3CCCC3)CC2)cc1OC (stereo not given)
19) CS(=O)(=O)c1cccc(-c2nnc(NC(=O)C3=COCCO3)o2)c1
20) Cc1cccc(NC(=O)CSCC(=O)Nc2sccc2C#N)c1
21) COC(=O)[C@]1(Cc2ccccc2)N[C@H](CN(C)C(=O)c2ccc(C)cc2)[C@@H]2C(=O)N(Cc3ccccc3)C(=O)[C@@H]21
22) O=C1[C@@H]2Cc3c([nH]c4ccccc34)C(c3ccccc3)N2C(=O)CN1C1CCN(Cc2ccccc2)CC1 (stereo not given in full)
23) CCOc1ccc(-n2c(SCc3cc(=O)oc4cc(C)ccc34)nnc2-c2cccnc2)cc1
24) C[C@@H]1CC=C[C@H]2[C@H]1C(=O)N(Cc1ccccc1)[C@H]2c1ccc(F)c(/C=C/c2ccccc2)c1

entry no.,17,18,19,20,21,22,23,24
PLCg1 inh,-1,-2,1,-9,-3,1,2,-1
DDE Tn6 FP inh,-6,4,-9,3,-1,1,3,0
ADAM17 inh,-3,-3,-2,-5,-2,3,-3,-4
ASAP1 inh,0,3,0,12,7,5,5,8
SIAE primary,-7,-8,4,-4,3,5,-3,1
ADAM10 inh,-6,-1,-2,-5,-5,11,-4,-2
ARFGAP1 inhibitor,8,3,6,2,-2,4,-3,1
TDP2 inh,-9,0,7,14,10,-2,2,5
Tn7 DDE FP,-3,2,-4,0,4,-3,5,3
PLC-beta3 inh,0,-2,2,-15,-1,2,0,1

25) CCn1ccnc1CN(C)C(=O)c1ccc(OC2CCN(CCc3ccccc3)CC2)cc1
26) CC(C)Sc1nc2sc(-c3ccccc3)cc2c(=O)n1N
27) CC(NC(=O)COC(=O)c1cc([N+](=O)[O-])ccc1N1CCOCC1)c1ccc(F)cc1 (stereo not given)
28) CN(Cc1ccccc1)C(=O)[C@@H]1CCCN1C(=O)OC(C)(C)C
29) Cn1c(COc2ccccc2)nnc1SCC(=O)NCc1ccccc1
30) Cc1c(CCO)c(=O)n(-c2ccccc2)n1S(=O)(=O)c1ccc(F)cc1
31) Clc1ccc(-c2nnc(-c3ccccc3)c(-c3ccccc3)n2)cc1
32) Cc1cc(C)c2c(N)c(C(=O)c3ccccc3Cl)sc2n1

entry no.,25,26,27,28,29,30,31,32
PLCg1 inh,2,3,-2,2,-4,0,-1,-5
DDE Tn6 FP inh,3,6,3,-2,-3,0,2,-18
ADAM17 inh,1,-5,1,-5,-7,-3,-4,2
ASAP1 inh,12,-16,15,10,-1,12,-5,4
SIAE primary,3,1,13,-2,4,4,2,0
ADAM10 inh,-6,-5,3,-12,-1,1,0,-2
ARFGAP1 inhibitor,0,0,1,-5,3,-5,-11,-7
TDP2 inh,0,-3,-11,-1,-4,15,2,-6
Tn7 DDE FP,0,4,-3,0,5,1,5,-9
PLC-beta3 inh,-4,4,-1,10,2,3,0,-13

33) O=C(N[C@H](Cc1ccccc1)C(=O)NCCN1CCOCC1)[C@H]1O[C@@H](n2ccc(=O)[nH]c2=O)[C@H](O)[C@@H]1O
34) Oc1ccc(CNc2ccccc2F)c2cccnc12
35) C(=C\c1ccccc1)/CN1CCN(C(c2cccc3ccccc23)c2nnnn2C2CCCC2)CC1 (stereo not given)
36) Nc1nc(NCc2ccco2)nc(N2CCCCC2)c1[N+](=O)[O-]
37) COc1cc(CNc2ncnc3c2[nH]c2ccc(C)cc23)cc(OC)c1
38) CCOc1ccc(N2CC(O)Cn3c2nc2c3c(=O)n(CCCc3ccccc3)c(=O)n2C)cc1 (stereo not given)
39) CCCCN(CCCC)C(=O)c1nsnc1-c1ccccc1O
40) Cc1cccc(NS(=O)(=O)c2cc(Cl)ccc2Cl)n1
41) CCOc1ccc(C(=O)N2CCN(Cc3ccccc3)CC2)cc1OCC
42) Cc1cnc([N+](=O)[O-])n1CCOC(=O)NC(=O)c1ccc(F)cc1
43) O=C(NCc1ccccc1)NC1CC2CCC(C1)N2Cc1ccco1 (stereo not given)

entry no.,33,34,35,36,37,38,39,40,41,42,43
PLCg1 inh,0,3&-3,3,1,-24,1,-2,0,1,4,1
DDE Tn6 FP inh,5,-2&7,-6,-4,-8,-11,7,1,5,-7,-2
ADAM17 inh,-4,6&0,1,-1,-60,-7,0,-2,2,0,0
ASAP1 inh,-8,-3&9,16,6,10,-2,-13,-2,-12,0,-1
SIAE primary,-5,9&5,-5,19*,37*,1,5,-4,-6,0,1
ADAM10 inh,-7,14&0,0,4,-145,-3,2,-3,-8,4,4
ARFGAP1 inhibitor,-4,-13&-3,-6,-11,8,6,-5,0,-8,7,3
TDP2 inh,3,-3&-1,-1,0,-13,8,-10,13,13,-18,-1
Tn7 DDE FP,3,-6&6,2,9,-4,-4,1,-2,-11,-10,-1
PLC-beta3 inh,2,-7&-2,1,2,-35,-1,0,-5,0,1,2
